# Pf gamet viab: kills late stage P. falciparum gametocytes | P. falciparum stage V gametocytes, ATP luminescence, 24 h | inhibition, % at 10.9 µM | actives 0.065% (n = 150,000);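 active = inhibition above the mean plus 3 SD of compounds within the control limits, set per campaign, cut at about 38% in these data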;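 also: 0% = DMSO wells and 100% = medium only without gametocytes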
# Mcl1 Noxa PPI: disrupts binding of human Mcl-1 to Noxa peptide; actives 1.5% (n = 220,000); inhibition, % at 21.7 µM; Q07820; TR-FRET Mcl-1/Noxa peptide binding, 2 h;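 active = compounds that cut the protein-peptide binding signal by more than 50% relative to plate controls in a single-dose test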;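 also: His-tagged Mcl-1 with rhodamine Noxa BH3 peptide and terbium anti-His antibody; 0% = Mcl-1 plus Noxa peptide wells and 100% = peptide-only wells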
# Target sequence (Q07820 whole entry, looked up): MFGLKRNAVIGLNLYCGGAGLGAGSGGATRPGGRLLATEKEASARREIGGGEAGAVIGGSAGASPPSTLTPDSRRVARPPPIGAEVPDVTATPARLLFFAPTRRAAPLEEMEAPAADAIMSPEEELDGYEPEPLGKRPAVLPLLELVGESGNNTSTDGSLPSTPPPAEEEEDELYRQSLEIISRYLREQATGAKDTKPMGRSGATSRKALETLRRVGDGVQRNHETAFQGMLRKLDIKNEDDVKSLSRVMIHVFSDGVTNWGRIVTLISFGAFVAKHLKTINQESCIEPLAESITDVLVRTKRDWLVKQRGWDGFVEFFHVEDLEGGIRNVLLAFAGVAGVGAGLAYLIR
# RGS8-Gao: regulators of human RGS8-Galphao interaction | multiplexed bead flow cytometry, RGS8-Galphao binding; actives lie on both sides | response (percent of control binding), % at 10 µM | actives 0.34% (n = 220,000); in the data active = response below about 60% or above about 140%; inactive = in between;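 also: Galphao activated as the GDP aluminium fluoride complex binding bead-coupled RGS8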
# Target sequence (P09471 whole entry, looked up): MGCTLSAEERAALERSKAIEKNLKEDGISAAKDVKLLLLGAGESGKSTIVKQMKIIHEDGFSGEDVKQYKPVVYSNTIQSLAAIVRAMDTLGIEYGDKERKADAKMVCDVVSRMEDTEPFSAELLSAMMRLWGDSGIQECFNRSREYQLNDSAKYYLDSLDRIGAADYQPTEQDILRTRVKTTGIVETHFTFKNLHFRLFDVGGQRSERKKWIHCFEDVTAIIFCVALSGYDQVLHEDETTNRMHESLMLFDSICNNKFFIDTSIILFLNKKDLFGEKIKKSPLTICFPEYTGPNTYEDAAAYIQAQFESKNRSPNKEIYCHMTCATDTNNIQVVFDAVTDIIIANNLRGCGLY
# Mcl1-Bid inh: disrupts binding of human Mcl-1 to Bid peptide | actives 0.97% (n = 220,000) | inhibition, % at 21.7 µM | TR-FRET Mcl-1/Bid-Dy647 peptide binding, 1536-well | AID 1021 | Q07820;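 active = compounds that cut the binding signal by more than half at the single screening dose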;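 also: His-tagged Mcl-1 with europium anti-His antibody binding Bid BH3 peptide; 0% = Mcl-1 plus peptide wells and 100% = peptide-only wells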
# * hit, by the source's call. Only part of the results is shown; rates above refer to the full screens.
SMILES,Pf gamet viab,Mcl1 Noxa PPI,RGS8-Gao,Mcl1-Bid inh
COc1ccc(C(=O)Cn2c(=N)n(C)c3ccccc32)cc1,-20,18,99,-14
O=C(N/N=C/c1ccccn1)c1sc2ccccc2c1Cl,-10,-81,99,-53
Cc1ccc(N2C(=O)c3cccc4c([N+](=O)[O-])ccc(c34)C2=O)c2cccnc12,10,32,100,4
CN1CCN(c2cc(C(F)(F)F)nc3ccc(F)cc23)CC1,-16,37,100,-19
CCN(C(=O)c1cnc(NC(C)C)cc1C(F)(F)F)c1ccc(Cl)cc1,0,7,98,-7
COc1ccc2c(CC(=O)OCC(=O)Nc3cccc(S(N)(=O)=O)c3)coc2c1,-7,4,101,-47
C=C(C)COc1ccc(-c2n[nH]c(C)c2-c2ccc(OC)c(OC)c2)c(O)c1,-20,19,103,31
COc1ccccc1C(c1c(N)n(C)c(=O)n(C)c1=O)C(C)[N+](=O)[O-] (stereo unspecified),-10,-22,101,-18
CC1=NN(c2ccccc2)C(=O)C1/C=C1/NC(=S)NC1=O (stereo unspecified),-14,9,102,-17
O=C(NC1CCN(C(=O)c2cccs2)CC1)c1ccccc1,7,-6,100,-5
CC(C)n1cnc2c(N(C)c3ccccc3)nc(N(CCN(C)C)Cc3ccccc3)nc21,2,3,107,-78
O=S(=O)(NCc1cn2ccccc2n1)c1ccccc1F,16,-13,98,-20
CNC(=O)Nc1ccc2nc(C)oc2c1,-8,4,95,-19
Cc1cc(C)c2oc(C(=O)N(Cc3cccs3)C3CCS(=O)(=O)C3)cc(=O)c2c1 (stereo unspecified),-19,-7,104,-15
CCOc1ccc(/C=N/NC(=S)NC2CC3C=CC2C3)cc1 (stereo unspecified),-2,1,99,-29
O=c1nc(SCc2c(F)cccc2Cl)nc(-c2ccc(Cl)cc2)[nH]1,3,-4,102,-3
CCCc1nc2oc3ccccc3c(=O)c2c(=O)n1CCCOC,2,1,103,-8
CCN1CCN(c2oc(-c3ccc([N+](=O)[O-])cc3)nc2C#N)CC1,7,4,103,-14
CN(C)NC(=O)c1csnc1-c1c(Cl)cccc1Cl,-1,9,101,2
COC(=O)C1=C(C(=O)OC)[C@@H]2N(C)c3ccccc3[C@@]23C[C@@H](C(=O)OC)N(C(=O)c2cccs2)C3=N1,1,-4,101,-96
Cc1cc(NC(=O)CN2C(=O)[C@@H]3[C@H](C2=O)[C@@H]2C[C@H]3C(Br)C2Br)no1 (stereo partly specified),2,-2,93,0
CC1(C)CC(=O)C=C(Nc2ccccc2)C1,-23,10,99,-54
COC(=O)CSc1[nH]c2ccccc2c1[N+](=O)[O-],11,-11,95,-24
O=C(Nc1ccc(F)cc1)c1cc2c(s1)CCCC2,-4,10,102,1
Cc1ccc(S(=O)(=O)N2CCCN(C(=O)OC(C)(C)C)CC2)cc1,2,-6,103,-33
COc1ccc(CCn2c(-c3ccc(OC)cc3)nc3c(c(=O)c4ccccc4n3C)c2=O)cc1,10,-60,102,-10
CC(C)(C)c1ccc(NC(=O)N2CCCN(c3c(Cl)cncc3Cl)CC2)cc1,-25,5,98,-3
O=C(NCc1cccs1)C1CCCN1C(=O)Nc1ccc(F)cc1 (stereo unspecified),7,9,104,-54
Cc1[nH]n2cnnc2c(=O)c1Br,-21,23,93,-9
Cc1ccc(Nc2ccc(C(=O)NC3CCCCC3)cn2)cc1,0,-2,96,-54
CC1(C)C2CCC1(C)C(OC(=O)CNc1ccccc1)C2 (stereo unspecified),-8,-13,98,-28
O=C(O)CCCC(=O)Nc1ccc(Oc2ncnc3cc(Cl)ccc23)nc1,1,23,103,-12
CCNC(=S)NNc1ccccc1,12,5,102,-29
CC(C)c1nc2sc3c(SCC(N)=O)ncnc3c2c2c1CCC2,-4,-382,102,-116
O=C(Nc1ccc(N2CCOCC2)cc1)C1CCN(S(=O)(=O)c2ccccc2F)CC1,8,7,99,-87
CC1CCC(C(C)C)C(OC(=O)C[n+]2cc(-c3ccc(Cl)cc3)n3c2CCC3)C1 (stereo unspecified),-7,36,100,92*
O=C(O)c1ccn2c(C(=O)c3ccccc3)c(-c3ccccc3)cc2c1,-3,-11,100,-22
CCCCOP(=O)(c1ccc(N(C)C)cc1)C(O)c1cc(OC)c(OC)c(OC)c1 (stereo unspecified),9,4,93,-35
Cc1[nH]ccc(=O)c1OCC(=O)O,-4,15,102,0
OCC1(Cc2ccc(Cl)cc2)CCN(Cc2ccc(F)c(F)c2)CC1,-8,4,93,-12
COc1ccc(Cc2nnc(NC(=O)C(C)C)s2)cc1,15,17,102,-14
O=C(COC(=O)C(O)C(O)C(=O)OCC(=O)c1ccc(C(F)(F)F)cc1)c1ccc(C(F)(F)F)cc1 (stereo unspecified),-22,26,102,33
O=C(O)c1ccccc1C(=O)Nc1ccc(-n2nc(C(F)(F)F)cc2C(F)(F)F)cc1,-25,12,101,10
COc1ccc([N+](=O)[O-])c(S(=O)(=O)c2ccccc2)n1,-4,16,93,-11
Cc1ccc2cc(C3CC(c4cccs4)=NN3S(C)(=O)=O)c(Cl)nc2c1 (stereo unspecified),-6,1,100,0
CC(=O)NC(CSc1cc(C)nc2ccc(Br)cc12)C(=O)O (stereo unspecified),0,31,108,-31
Cc1cc(C(=O)Nc2ccc(Cl)cc2)c(C)n1-c1ccccc1,-14,-1,97,-39
O=C(O)/C=C/c1cccc(NC(=O)c2ccccc2)c1,8,14,97,-5
CC(C)(C)c1ccc(-c2noc(C(=O)NN)n2)cc1,24,-33,69,14
CCn1ccnc1CNC(=O)CC1C(=O)NCCN1Cc1ccc(OC)cc1OC (stereo unspecified),2,-3,100,-34
CC(C)(C)c1cc(C(=O)NNc2cccc(Cl)c2)n(Cc2ccccc2)n1,4,-8,108,-18
C=CCSc1cc(C)nc2c(-c3ccccc3)cnn12,9,13,102,0
COc1cc(C2=NOC(C(=O)Nc3cc(C)on3)C2)cc(OC)c1OC (stereo unspecified),-2,-9,100,-20
CC(C)C(=O)NNC(=O)c1cc2sccc2s1,9,-6,103,-5
COc1ccc(-c2cn[nH]c2-c2ccc(OCc3ccccc3)cc2O)cc1,16,20,102,4
O=C(COC(=O)c1ccccc1O)Nc1cccc(S(=O)(=O)NC2=NCCCCC2)c1,-7,13,102,-45
C/C(Cc1nnn(-c2cc(C)on2)n1)=N\O,-20,6,97,2
Cc1[nH]c2ccccc2c1C(=O)CSC(=S)N1CCN(C)CC1,8,11,107,-3
COc1ccc(CN2CCNC(=O)C2CC(=O)N(Cc2nccn2C)C(C)C)c(OC)c1 (stereo unspecified),-2,4,103,-67
Cc1nn(C(C)C(=O)N/N=C/c2ccc(N(C)C)cc2)c(C)c1[N+](=O)[O-] (stereo unspecified),-12,43,98,-123
# Next part
SMILES,Pf gamet viab,Mcl1 Noxa PPI,RGS8-Gao,Mcl1-Bid inh
CN1C(=O)C(CC(=O)O)S/C1=N\N=C\c1ccc(O)cc1O (stereo unspecified),-8,7,92,-25
O=C(Cn1cnc2cc([N+](=O)[O-])ccc2c1=O)Nc1ccc(Br)cc1,15,-7,98,-14
CCc1nc2ccccc2nc1N1CCN(S(=O)(=O)c2ccccc2)CC1,-1,-5,99,16
Cc1ccc(OC(=O)c2cc(C)nn2C(C)(C)C)cc1,2,-11,100,-16
Cc1cc(-c2ccccc2C(=O)Nc2ccccc2O)on1,9,-1,92,-11
C[N+]1(CN2C(=O)C3C4C=CC(C4)C3C2=O)CCCCC1 (stereo unspecified),0,2,102,-35
O=c1ccc(-c2ccccc2)no1,-19,1,105,-7
Clc1cccc(Cl)c1-c1noc(CN2CCOCC2)n1,-8,-8,94,-17
CC1(NC(=S)NCCCCCCNC(=S)NC2(C)CCS(=O)(=O)C2)CCS(=O)(=O)C1 (stereo unspecified),19,4,95,-110
COc1cc2nc(C(C)(C)C)oc(=O)c2cc1OC,-5,6,101,-16
COc1ccc(N2CCN(C(=O)Cc3ccc(Br)cc3)CC2)cc1,3,15,101,-95
COC(=O)c1c(C)oc(C)c1S(=O)(=O)NC(c1ccccc1)c1ccccc1,21,-2,97,-2

# 4 compounds from above with just RGS8-Gao, Mcl1 Noxa PPI and Pf gamet viab:
SMILES,RGS8-Gao,Mcl1 Noxa PPI,Pf gamet viab
Cc1ccc(OC(=O)c2cc(C)nn2C(C)(C)C)cc1,100,-11,2
Cc1cc(-c2ccccc2C(=O)Nc2ccccc2O)on1,92,-1,9
C[N+]1(CN2C(=O)C3C4C=CC(C4)C3C2=O)CCCCC1 (stereo unspecified),102,2,0
O=c1ccc(-c2ccccc2)no1,105,1,-19

# Individual results from above.
# Pf gamet viab with Cc1ccc(OC(=O)c2cc(C)nn2C(C)(C)C)cc1 : 2
# Pf gamet viab with COc1cc2nc(C(C)(C)C)oc(=O)c2cc1OC : -5

# Back to the main list, starting 3 compounds before the break.
SMILES,Pf gamet viab,Mcl1 Noxa PPI,RGS8-Gao,Mcl1-Bid inh
COc1cc2nc(C(C)(C)C)oc(=O)c2cc1OC,-5,6,101,-16
COc1ccc(N2CCN(C(=O)Cc3ccc(Br)cc3)CC2)cc1,3,15,101,-95
COC(=O)c1c(C)oc(C)c1S(=O)(=O)NC(c1ccccc1)c1ccccc1,21,-2,97,-2
Nc1nc(COc2ccccc2C=O)nc(Nc2ccccc2)n1,-21,4,100,10
O=C(Cn1c2c(c(-c3ccccc3Cl)cc1=O)CCC2)NCC1CCCO1 (stereo unspecified),-4,10,97,-11
CCc1ccc(NC(=S)NC(=O)c2c(-c3ccccc3Cl)noc2C)cc1,-25,-20,101,-27
O=C(c1coc(=O)c(Br)c1)N1CCC(C(O)(c2ccccc2)c2ccccc2)CC1,-23,-14,97,-6
CC(C)(C)OC(=O)NCCc1n[nH]c(=S)o1,-22,8,103,-182
O=C(O)COCC(=O)Nc1ccc(Oc2ncnc3cc(Cl)ccc23)nc1,-11,16,99,5
COc1cccc(Nc2nc(N)c([N+](=O)[O-])c(NCc3ccco3)n2)c1,-2,34,102,-4
COc1cc2c(cc1OC)CN(C(=S)Nc1cccc(Cl)c1C)CC2,11,19,97,-101
O=C1CSC(c2cccnc2)N1Cc1ccc(Cl)c(Cl)c1 (stereo unspecified),-15,3,102,-29
COc1cc(NC(=S)NCCc2ccccc2)c(OC)cc1NC(=O)C(C)C,-2,15,105,0
C=CCNC(=O)C1CC2Cn3c(nc4cc(C)c(C)cc43)C2N1C (stereo unspecified),19,-8,99,-43
CC1=NN(c2ccccc2)C(=O)C1C=Nc1ccc(N(C)C)cc1 (stereo unspecified),-13,26,100,-88
COc1ccc(NC(=O)/C(C#N)=C\c2ccc(Br)o2)cc1,-1,17,99,-75
CCN(CC)Cc1c(O)ccc2c(=O)c(Oc3ccccc3OC)c(C)oc12,-14,4,99,7
O=C1NC(=Nc2ccccc2)S/C1=C\c1cccs1,22,24,98,-9
CC(C)(C)NC(=O)NC(=O)CN1CCN(c2cccc(Cl)c2)CC1,-6,-10,98,-58
CC1CCCC(NC(=O)CCn2c(=S)oc3ccccc32)C1C (stereo unspecified),-46,-21,105,-94
CCCCCC1C/C(=N\O)C=C(C)C1C(=O)OC (stereo unspecified),13,-2,99,-29
CCOC(=O)C1(Cc2ccc(Cl)cc2)CCN(Cc2cn(CC)nc2C)CC1,6,-5,101,-9
CCOc1ccc2nc(NC(=O)COc3ccc(N(C)S(=O)(=O)c4ccc(C)cc4)cc3)sc2c1,-24,-9,96,-52
O=C(COC(=O)c1ccc(O)cc1O)NC1CCS(=O)(=O)C1 (stereo unspecified),2,4,101,-43
NC(=S)N=Nc1c(O)n(CCCl)c2ccc(Br)cc12,-12,-25,102,-45
CCOC(=O)C1=C(c2ccccc2)Nc2ncnn2C1c1ccc(C(=O)O)cc1 (stereo unspecified),9,-7,98,-14
O=C1c2ccccc2C(Nc2ccccc2)N1Cc1ccc2c(c1)OCO2 (stereo unspecified),10,-10,97,-14
O=C(NNC(=O)c1ccccc1Cl)c1cc2cc(OC(F)(F)F)ccc2[nH]1,-19,0,105,4
CCOC(=O)C1(Cc2cccc(OC)c2)CCCN(C(=O)c2ccccc2C)C1 (stereo unspecified),10,-2,96,-13
Cc1ccc(C(=O)Nc2cccc(C(F)(F)F)c2)cc1NC(=O)c1ccno1,20,6,103,-45
CC(C)(CC(=O)O)CC(=O)N1CCCN(c2nc3ccc(Cl)cc3s2)CC1,-21,-20,99,-33
COc1ccc(Cn2cc([N+](=O)[O-])nc2C)cc1[N+](=O)[O-],6,2,100,-24
Cc1ccc(S(=O)(=O)CC(=O)c2ccc3c(c2)OCCO3)cc1,10,11,97,2
O=S(=O)(c1cccc(-c2n[nH]c(=S)o2)c1)N1CCOCC1,4,21,97,-15
O=C1Nc2ccccc2/C1=N\N=C\c1ccc(O)c(O)c1,-21,65*,96,-40
Cc1ccc(/C(N)=N/OC(=O)c2cccc(Cn3cc(C(F)(F)F)ccc3=O)c2)cc1,16,-13,100,-2

# Whole records, quoted from the list. Order of screens: Pf gamet viab, Mcl1 Noxa PPI, RGS8-Gao, Mcl1-Bid inh
# `Cc1ccc(/C(N)=N/OC(=O)c2cccc(Cn3cc(C(F)(F)F)ccc3=O)c2)cc1` across the screens: 16, -13, 100, -2
# `O=C(NNC(=O)c1ccccc1Cl)c1cc2cc(OC(F)(F)F)ccc2[nH]1` across the screens: -19, 0, 105, 4
# `O=S(=O)(c1cccc(-c2n[nH]c(=S)o2)c1)N1CCOCC1` across the screens: 4, 21, 97, -15

# Bioassay records from PubChem BioAssay.
